# PAX8 inh HTS – inhibitors of PAX8-driven TPO luciferase reporter, primary screen, RMG-I cells, single concentration. actives 1.2% (n = 360,000). inhibition, % at 12.6 µM. SteadyGlo, 24 h;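 active means mean replicate inhibition at least 60% with every replicate also reaching 60%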;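 further: luciferase light reporting Pax8 driven TPO promoter activity; plate controls were median of neutral control wells for no effect and mitoxantrone controls for full effect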
# ARNT TACC3 PPI – disruptors of ARNT/TACC3 protein interaction, primary screen, biochemical, AlphaScreen, single concentration. Transforming acidic coiled-coil-containing protein 3 (Homo sapiens), Q9Y6A5. AlphaScreen His-ARNT PAS-B/GST-TACC3 binding, luminescence; TACC3 fragment carries E629A point mutation. inhibition, % at 9.99 µM. actives 0.66% (n = 390,000);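 active means mean inhibition of replicates at least 50% and at least half of replicates each reaching 50%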;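 further: 0% = complete ARNT plus TACC3 wells and 100% = ARNT alone without TACC3; many hits fall short of the cut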
# C2C12 statin – suppressors of statin myotoxicity in C2C12 myotubes, primary screen, cell-based, single point, plate reader. C2C12 myotubes + simvastatin, ATP luminescence, 48 h; scaled: DMSO 0, geranylgeraniol control 100. rescue of ATP level, % at 7.49 µM. actives 0.78% (n = 330,000);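 active means mean ATP rescue above about 67%, or every replicate alone reaching that limit, limit read from the data, passing the limit was not always enough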;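 further: myotubes were challenged with 10 µM simvastatin during compound exposure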
# LGR2 inh – inhibitors of bursicon-induced LGR2 CRE-luciferase signal, primary screen, cell-based, HEK293, CRE-luciferase reporter, bursicon stimulation; Drosophila bursicon receptor LGR2 (rickets); bursicon-stimulated, 4 h; inhibition, % at 9.99 µM; actives 0.35% (n = 380,000);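 active means drop in luminescence signal, shown as inhibition above about 50% in the replicate tests, limit read from the data, passing the limit was not always enough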;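 further: agonist challenge used bursicon conditioned medium at about half maximal strength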
# PglD DTNB – C. jejuni PglD acetyltransferase inhibitors, primary screen, biochemical, DTNB colorimetric, single point | UDP-N-acetylbacillosamine N-acetyltransferase PglD (Campylobacter jejuni) | purified PglD enzyme, DTNB colorimetric CoA detection | inhibition, % at 12.5 µM | actives 0.098% (n = 360,000) | AID 602405, 2012; in the data active means inhibition above about 16%, passing the limit was not always enough; further: strong numbers were not always called active
# Cneo AK release – Cryptococcus neoformans cell lysis inducers, primary screen, AK release luminescence, single concentration; C. neoformans lysis, adenylate kinase release luminescence, 4 h; normalised: neutral wells 0, clomiphene wells 100; lysis activity, % at 15 µM; actives 0.2% (n = 360,000);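 active means mean lysis activity across replicates of at least 80%, whatever share of replicates individually reach that level; inactive means mean lysis activity below 80%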
#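 Schedule: static 4 h at 37 °C with compound, 1 h detection; system: C. neoformans cells; benchmarks: Clomiphene as positive control; buffer or medium: fresh YPD medium; measure: luminescence rise reflecting yeast cell lysis; measured by: luminescent adenylate kinase detection reagent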
# PGC1a acetyl inh – inhibitors of PGC1a acetylation signal, primary screen, cell-based, U2OS, AlphaScreen, inhibitor mode; AlphaScreen anti-acetyl-lysine; with virally co-expressed GCN5 acetyltransferase; inhibition, % at 15.6 µM; actives 0.17% (n = 350,000); AID 651687, 2012;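 active means every replicate shows inhibition of at least 40%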;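 further: 0% = neutral control wells and 100% = positive control wells; some results beyond the cut were filed as inactive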
# INS-1E GSIS act – GLuc luminescence reporter in INS-1E cells, primary screen for activators of glucose-dependent secretion of insulin; INS-1E GLuc reporter insulin secretion, 2-3 h; activation, % at 16.6 µM; actives 0.61% (n = 370,000);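 active means lowest replicate activation of at least 40%, so every replicate reaches that level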;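 further: 0% = median of neutral control wells and 100% = median of IBMX positive control wells; some compounds called inactive have numbers as strong as hits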
# * hit, by the source's call; x = not tested or not shown; & = joins results of further samples.
1) C[C@@H]1CN([C@H](C)CO)C(=O)Cc2cc(NS(=O)(=O)c3cn(C)cn3)ccc2O[C@H]1CN(C)Cc1ccccc1
2) O=C(NCCN1CCOCC1)c1cccc(S(=O)(=O)N2CCCCCC2)c1
3) CCOc1ccc(-c2cnc3ccccc3n2)cc1
4) COc1ccc2c3c(n(C)c2c1)[C@@H](CO)N(Cc1ccc(Cl)cc1)CC31CCN(C(=O)NC(C)C)CC1
5) CCNC(=O)C[C@@H]1CC[C@H]2[C@H](COc3ccc(NC(=O)c4ccccc4)cc3C(=O)N2C)O1
6) O=C(CCn1nc(-c2ccccc2)ccc1=O)N1CCN(c2ccccc2)CC1

screen / no.	1	2	3	4	5	6
PAX8 inh HTS	-13	7	32	-5	-14	-25
LGR2 inh	15	x	90*	-4	3	-18
ARNT TACC3 PPI	29	-4	-3	x	2	-1
PglD DTNB	1	0	-8	x	-2	x
INS-1E GSIS act	8	x	3	-14	7	3
C2C12 statin	10	6	x	x	-5	-1
PGC1a acetyl inh	x	-16	2	2	11	2
Cneo AK release	2	-1	-21	x	1	1

7) CS(=O)(=O)NNC(=O)c1cc2cc3ccccc3nc2s1
8) C[C@@H]1CCCCO[C@@H](CN(C)S(C)(=O)=O)[C@H](C)CN([C@@H](C)CO)C(=O)c2cc(NS(C)(=O)=O)ccc2O1
9) CC(=O)c1ccc(NC(=O)c2ccccc2Sc2ncnc3sc(C)c(C)c23)cc1
10) CCc1nc2ccc(C(=O)N3CCN(S(=O)(=O)CC)CC3)cn2c1N(CCC(C)C)CCN(C)C
11) C[C@@H]1CCCCO[C@H](CN(C)Cc2ccc(Cl)c(Cl)c2)[C@@H](C)CN([C@H](C)CO)C(=O)c2cc(N(C)C)ccc2O1
12) C#CC1(O)CCCC2C3CCC4CC(OC(C)=O)CCC4(C)C3C(=O)CC21C (stereo not drawn)

screen / no.	7	8	9	10	11	12
PAX8 inh HTS	13	-23	-4	1	4&-16	-4
LGR2 inh	-51	6	-16	26	1	x
ARNT TACC3 PPI	0	-2	x	x	21	-11
PglD DTNB	x	-1	-8	2	10&2	7
INS-1E GSIS act	1	3	-4	x	-35&17	x
C2C12 statin	-4	x	-6	-5	-3	2
PGC1a acetyl inh	10	0	-5	2	0	-18
Cneo AK release	x	2	-6	0	1&11	0

13) COc1ccc(S(=O)(=O)Nc2cccc3c2O[C@@H](CN(C)S(=O)(=O)c2cccs2)[C@H](C)CN([C@H](C)CO)C3=O)cc1
14) Cc1cc(N2CCOCC2)n2cc(-c3ccc(F)cc3)nc2n1
15) CC(=O)Nc1ccc(NC(=O)C(=O)NCC(c2ccco2)N2CCc3ccccc3C2)cc1 (stereo not drawn)
16) CS(=O)(=O)c1ccc2nc(NC(=O)CCN3C(=O)c4ccccc4C3=O)sc2c1
17) O=C(NNC(=O)C1CC2CCC1C2)c1ccccc1 (stereo not drawn)
18) CO[C@@H]1CN(C)C(=O)c2cc(NC(C)=O)ccc2OC[C@H](C)N(C(=O)c2ccccc2F)C[C@@H]1C

screen / no.	13	14	15	16	17	18
PAX8 inh HTS	x	3	14	19	-13	x
LGR2 inh	-5	2	-3	26	-2	-4
ARNT TACC3 PPI	-5	-29	0	-6	-1	3
PglD DTNB	0	x	1	x	3	-2
INS-1E GSIS act	8	1	1	-4	5	-9
C2C12 statin	x	x	6	3	x	6
PGC1a acetyl inh	0	8	x	14	x	2
Cneo AK release	2	x	1	x	2	-3

19) Cc1cccc(C(=O)Nc2cc(S(=O)(=O)N3CCOCC3)ccc2N2CCCCC2)c1
20) COc1cc(/C=N/NC(=O)C(=O)NCc2cccnc2)ccc1O
21) Cc1cc(C)c(S(=O)(=O)N2CCN(C(=O)N3CCOCC3)CC2)c(C)c1
22) CN(C)CCCNC(=O)C[C@H]1C[C@H](C(=O)N2CCCCC2)[C@@]2(C)c3[nH]c4ccc(Cl)cc4c3CCN2C1=O
23) CC(C)CCNC(=O)CSc1nc2ccsc2c(=O)n1NC(=O)c1ccccc1
24) CSc1nc2ccccc2n1C(=O)Oc1ccccc1

screen / no.	19	20	21	22	23	24
PAX8 inh HTS	22	6	-2	-16	-53	x
LGR2 inh	19	17	-13	4	x	x
ARNT TACC3 PPI	-5	-1	-5	1	-1	-2
PglD DTNB	-8	-7	-2	0	0	3
INS-1E GSIS act	-25	3	-2	-7	x	x
C2C12 statin	1	17	-7	-1	5	8
PGC1a acetyl inh	-3	-4	3	4	-8	7
Cneo AK release	-1	0	2	1	-1	-1

25) CN(Cc1ccccc1)C(=O)CN1C(=O)NC2(CCCCCCC2)C1=O
26) C[C@@H]1CN([C@H](C)CO)C(=O)c2cc(NC(=O)c3ccccc3)ccc2O[C@@H](C)CCCCO[C@H]1CN(C)C(=O)Nc1cccc2ccccc12
27) COc1ccc(NC(=O)CNC(=O)Cn2cnc3sc(C)c(C)c3c2=O)cc1OC
28) COc1cccc(Oc2ccc(C(F)(F)F)cc2NC(=O)CN2C(=O)NC3(CCCC3)C2=O)c1
29) COc1ccccc1NC(=O)OCC#CCOC(=O)Nc1ccccc1OC
30) N#Cc1ccc(C(=O)NC2CCCc3ccccc32)cc1 (stereo not drawn)

screen / no.	25	26	27	28	29	30
PAX8 inh HTS	-11	37	-6	-2	-3	17
LGR2 inh	22	27	2	-1	-2	-9
ARNT TACC3 PPI	1	10	-4	-7	-5	1
PglD DTNB	0	0	-4	0	0	x
INS-1E GSIS act	15	3	21	-14	5	-4
C2C12 statin	-1	x	27	3	19	x
PGC1a acetyl inh	1	-45	-5	8	x	-8
Cneo AK release	0	-3	-1	-2	7	x

31) COc1ccc(Br)cc1CNC(=O)C1CCCN(S(C)(=O)=O)C1 (stereo not drawn)
32) CC(=Nc1ccc(C)c(C)c1)C1=C(O)CCC1=O
33) Cc1ccc(S(=O)(=O)N(C)C[C@H]2OCCCC[C@H](C)Oc3ccc(NC(=O)Nc4ccc(F)cc4)cc3C(=O)N([C@@H](C)CO)C[C@@H]2C)cc1
34) COc1cc(OC)c2c(c1O)OC(c1ccccc1)CC2=O (stereo not drawn)
35) CN(C)C1=NCCN1CC1CCCC1
36) COC(=O)CC(c1ccc(C(C)C)cc1)n1cccc1 (stereo not drawn)

screen / no.	31	32	33	34	35	36
PAX8 inh HTS	x	x	31	x	-21	3
LGR2 inh	11	-20	3	0	24	-8
ARNT TACC3 PPI	-9	0	-1	18	-2	-5
PglD DTNB	-3	-8	9	-6	-2	-2
INS-1E GSIS act	-5	12	4	-5	0	-6
C2C12 statin	-3	-9	x	-2	-8	4
PGC1a acetyl inh	-6	2	-11	-16	5	5
Cneo AK release	-1	2	-1	0	3	-1

# 6 entries from above, sorted by the value under LGR2 inh, smallest number first.
entry	Molecule	LGR2 inh	ARNT TACC3 PPI	PglD DTNB	INS-1E GSIS act	PGC1a acetyl inh
32	CC(=Nc1ccc(C)c(C)c1)C1=C(O)CCC1=O	-20	0	-8	12	2
36	COC(=O)CC(c1ccc(C(C)C)cc1)n1cccc1 (stereo not drawn)	-8	-5	-2	-6	5
34	COc1cc(OC)c2c(c1O)OC(c1ccccc1)CC2=O (stereo not drawn)	0	18	-6	-5	-16
33	Cc1ccc(S(=O)(=O)N(C)C[C@H]2OCCCC[C@H](C)Oc3ccc(NC(=O)Nc4ccc(F)cc4)cc3C(=O)N([C@@H](C)CO)C[C@@H]2C)cc1	3	-1	9	4	-11
31	COc1ccc(Br)cc1CNC(=O)C1CCCN(S(C)(=O)=O)C1 (stereo not drawn)	11	-9	-3	-5	-6
35	CN(C)C1=NCCN1CC1CCCC1	24	-2	-2	0	5

# (more compounds)
37) C[C@H](O)C#Cc1ccc([C@H]2[C@@H](CO)N3CCCCN(S(=O)(=O)Cc4ccccc4)C[C@@H]23)cc1
38) C=CCN1C(=O)CC(C(=O)NC)SC1=Nc1ccc(C(=O)OCC)cc1 (stereo not drawn)
39) COc1ccc(C2/C(=C(/O)c3ccccc3)C(=O)C(=O)N2c2ccccn2)cc1OC (stereo not drawn)
40) O=C(/C=C/NNC(=O)c1ccc(Cl)cc1)c1ccccc1
41) COCCNC(=O)C(c1ccc(O)cc1)N(Cc1ccccc1)C(=O)CCC(=O)Nc1nccs1 (stereo not drawn)
42) O=C(Nc1ccccc1Cl)c1c(F)c(F)c(F)c(F)c1F

screen / no.	37	38	39	40	41	42
PAX8 inh HTS	20	x	5	0	14	0
LGR2 inh	18	x	-4	-28	2	x
ARNT TACC3 PPI	-5	-8	-6	1	6	16
PglD DTNB	4	-3	x	x	-2	-2
INS-1E GSIS act	1	x	21	9	8	x
C2C12 statin	38	2	x	x	8	-3
PGC1a acetyl inh	2	4	2	x	12	-8
Cneo AK release	-5	0	x	x	-1	-15

43) COc1ccc(OCc2nc3c4cc(OC)c(OC)cc4nc(=S)n3[nH]2)cc1
44) COc1ccccc1CNC(=O)Cn1nnc(-c2ccncc2)n1
45) CCOc1cc(CNCCc2ccc(S(N)(=O)=O)cc2)ccc1OCc1ccc(Cl)cc1
46) O=C(NCc1cccc(Cl)c1)c1ccc(CS(=O)Cc2ccccc2Cl)o1 (stereo not drawn)
47) COc1ccc2[nH]c(=O)c(CN(CC3CCCO3)C(=O)Nc3ccc(F)cc3)cc2c1 (stereo not drawn)
48) Cc1noc(C)c1NC(=O)N1C[C@H](O)COC[C@H]2O[C@H](CC(=O)N3CCc4ccccc4C3)CC[C@@H]21

screen / no.	43	44	45	46	47	48
PAX8 inh HTS	-9	x	x	-4	x	0
LGR2 inh	7	x	x	2	x	-5
ARNT TACC3 PPI	-20	-4	0	10	-53	-3
PglD DTNB	x	-2	-1	3	3	1
INS-1E GSIS act	48	x	x	-30	x	0
C2C12 statin	x	10	x	10	-10	17
PGC1a acetyl inh	x	7	-10	-1	4	4
Cneo AK release	x	-1	-2	-11	0	1

49) CCN1C(=O)c2cccc3c(S(=O)(=O)Nc4ccccc4O)ccc1c23
50) COc1cccc(CN(C)C(=O)COc2cccc3c2OC(C)(C)C3)c1OC
51) O=C1N=C(N2CCOCC2)S/C1=C1\C(=O)N(Cc2ccccc2)c2ccccc21
52) Cc1ccc(-c2nnc(N3CCN(C(=O)COc4ccccc4)CC3)c3ccccc23)cc1
53) C[C@H]1CN([C@@H](C)CO)C(=O)c2cc(NC(=O)CCC(F)(F)F)ccc2O[C@H]1CN(C)S(C)(=O)=O

screen / no.	49	50	51	52	53
PAX8 inh HTS	-35	-4	x	x	4
LGR2 inh	-19	1	x	x	-9
ARNT TACC3 PPI	-2	6	x	7	-3
PglD DTNB	5	-1	3	-3	-2
INS-1E GSIS act	-19	7	x	x	27
C2C12 statin	13	-2	2	61	-9
PGC1a acetyl inh	-2	-23	-4	-94	-4
Cneo AK release	0	-2	3	3	-8

# Single records, as listed above.
# Record of Cc1ccc(-c2nnc(N3CCN(C(=O)COc4ccccc4)CC3)c3ccccc23)cc1 : PAX8 inh HTS = x; LGR2 inh = x; ARNT TACC3 PPI = 7; PglD DTNB = -3; INS-1E GSIS act = x; C2C12 statin = 61; PGC1a acetyl inh = -94; Cneo AK release = 3
# Record of CCN1C(=O)c2cccc3c(S(=O)(=O)Nc4ccccc4O)ccc1c23 : PAX8 inh HTS = -35; LGR2 inh = -19; ARNT TACC3 PPI = -2; PglD DTNB = 5; INS-1E GSIS act = -19; C2C12 statin = 13; PGC1a acetyl inh = -2; Cneo AK release = 0
